Source: PubChem (Broad Institute)
E-selectin induc = induces E-selectin expression in human endothelial cells | 260,000 tested, 0.37% active | activation, % at 7.58 µM | P16581 | HUVEC E-selectin immunofluorescence imaging; normalized: neutral wells 0, TNF-alpha wells 100;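 active = mean E-selectin-positive cell signal at least 10% of the positive control, reached in at least 60% of replicates, without over 20% cell loss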;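 note: in these data hits start at about 27%; measured in HUVEC primary endothelial cells; signal is the percent of cells scored E-selectin positive by PE staining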
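Test system – human umbilical vein endothelial cells (HUVEC), E-selectin induction · Input – 3,000 HUVEC seeded per well · Buffer or medium – EGM-2, gelatin · Compound dosing – single-point compound dose · Detection – immunofluorescence imaging · Measure – percent E-selectin-positive cells · Controls – TNF-alpha high, DMSO low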
miR-122 sensor = miR-122 inhibition in Huh7 cells. Huh7 miR-122 Renilla luciferase sensor, 48 h; neutral wells = 0, positive control = 100. AID 602342. activation (reporter increase), % at 12.5 µM. 340,000 tested, 0.3% active;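 active = mean replicate activation score at least 90 and every replicate individually at or above 90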;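 note: higher luciferase means less miR-122 activity so hits act as miR-122 inhibitors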
Cneo AK release = Cryptococcus neoformans lysis via adenylate kinase release. lysis activity, % at 15 µM. C. neoformans lysis, adenylate kinase release luminescence, 4 h; normalised: neutral wells 0, clomiphene wells 100. 360,000 tested, 0.2% active;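 active = mean lysis activity across replicates of at least 80%, whatever share of replicates individually reach that level; inactive = mean lysis activity below 80%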
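Test system: log-phase Cryptococcus neoformans yeast cells; Quantity: yeast cell density of 5 × 10^6 cells/mL; Buffer or medium: YPD; Doses: single compound concentration per well; Timing: 4 h at 37 °C static, read 1 h later; Measured by: AK luminescence; Read-out basis: lysis from increased AK signal; Control set: Clomiphene as positive control.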
RAD52 inh = inhibitors of human RAD52 DNA annealing; 360,000 tested, 0.46% active; recombinant RAD52 DNA annealing, FRET fluorescence; inhibition, % at 18.7 µM;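 active = every replicate showing at least 50% inhibition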
PGC1a acetyl inh = lowers PGC1a acetylation signal in U2OS cells. AlphaScreen anti-acetyl-lysine; with virally co-expressed GCN5 acetyltransferase. 350,000 tested, 0.17% active. AID 651687. inhibition, % at 15.6 µM;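 active = every replicate shows inhibition of at least 40%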;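 note: 0% = neutral control wells and 100% = positive control wells; some results beyond the cut were filed as inactive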
PglD inh = inhibitors of Campylobacter jejuni PglD acetyltransferase | inhibition, % at 12.5 µM | purified PglD enzyme, DTNB colorimetric CoA detection | 360,000 tested, 0.098% active | AID 602405; in the data active = inhibition above about 16%, passing the limit was not always enough; note: strong numbers were not always called active
RAD54 inh = RAD54 (human) branch migration inhibition; Q92698; RAD54 Holliday junction branch migration, FAM/BHQ fluorescence; inhibition, % at 10.4 µM; 360,000 tested, 0.14% active;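 active = mean normalized replicate activity at least 40 and at least half of replicates scoring 40 or more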;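 note: 0% = median of neutral control wells and 100% = median of positive control wells; inhibitors cause a drop in the FAM fluorescence signal; in these data hits start at about 50%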
Target sequence (Q92698 whole entry, looked up): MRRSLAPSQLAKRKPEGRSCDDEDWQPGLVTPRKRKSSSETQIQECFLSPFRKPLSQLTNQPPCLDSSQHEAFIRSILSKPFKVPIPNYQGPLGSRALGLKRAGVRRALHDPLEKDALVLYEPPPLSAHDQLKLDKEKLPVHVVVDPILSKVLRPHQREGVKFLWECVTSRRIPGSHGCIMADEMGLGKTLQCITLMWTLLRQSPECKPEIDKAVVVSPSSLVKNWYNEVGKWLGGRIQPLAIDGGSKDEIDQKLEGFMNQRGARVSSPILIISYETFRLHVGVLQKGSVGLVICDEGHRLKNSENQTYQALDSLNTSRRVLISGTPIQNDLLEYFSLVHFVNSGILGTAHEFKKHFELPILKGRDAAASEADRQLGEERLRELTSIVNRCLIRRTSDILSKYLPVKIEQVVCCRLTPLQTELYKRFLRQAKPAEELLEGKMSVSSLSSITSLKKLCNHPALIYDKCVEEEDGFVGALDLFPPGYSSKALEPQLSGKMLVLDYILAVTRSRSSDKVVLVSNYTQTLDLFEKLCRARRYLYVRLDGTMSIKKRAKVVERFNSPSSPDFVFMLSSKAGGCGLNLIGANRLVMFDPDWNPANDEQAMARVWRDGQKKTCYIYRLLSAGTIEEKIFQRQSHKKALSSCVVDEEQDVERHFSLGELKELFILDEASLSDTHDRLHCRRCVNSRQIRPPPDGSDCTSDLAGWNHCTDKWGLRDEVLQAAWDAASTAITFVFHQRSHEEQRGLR
ERAP1 inh = inhibitors of human ERAP1 aminopeptidase; 340,000 tested, 0.15% active; recombinant ERAP1, Leu-AMC fluorescence, 60 min; Q9NZ08; AID 652197; inhibition, % at 10.7 µM;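 active = mean replicate inhibition of at least 30%, or all replicates individually reaching that 30% level; inactive = mean below 30% and not every replicate reaching it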;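 note: 0% = neutral control wells and 100% = L-leucinethiol positive control wells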
* marks the source's active call; other numbers are inactive results; . = not tested or not shown; [ ] = another dose, or the depositor's remark. Random draw from the library; about 1.4% have a hit in one of these screens.

SMILES	E-selectin induc	miR-122 sensor	Cneo AK release	RAD52 inh	PGC1a acetyl inh	PglD inh	RAD54 inh	ERAP1 inh
O=C(Nc1ccccc1)Nc1cc([N+](=O)[O-])ccc1F	-0.7	0.4	4.1	.	-3.2	1.0	-6.2	.
CCCCNC(=O)COC(=O)c1cc(F)c(F)cc1Cl	.	-6.4	-1.6	-3.9	-4.5	4.0	-3.4	-1.7
O=C(CCC(=O)N1CCN(C2CCCCC2)CC1)Nc1nnc(C(F)(F)F)s1	.	-5.4	2.6	.	3.5	2.0	1.9	.
CCN(CC(=O)NC(C)C)C(=O)[C@H](C)NC(=O)c1ccc(Br)cc1	3.7	4.1	-2.5	-8.0	8.2	-0.1	-11.9	-0.4
O=C(NC1CCCC1)N[C@H]1CC[C@@H](CC(=O)N2CCOCC2)O[C@H]1CO	-0.7	6.2[16.7 µM]	1.6	-7.1	8.5	0.9	-2.1	-1.5
Cn1c(=O)oc2ccc(C(=O)CSc3nnnn3-c3ccccc3)cc21	.	-0.7	-3.0	.	0.7	-6.3	-0.7	.
Cc1noc(NC(=O)c2ccccc2)c1C#N	.	-3.6	6.0	.	-6.4	-3.3	0.8	.
c1ccc(CCC2CCCCN2Cc2nc(-c3ccc4c(c3)OCO4)no2)nc1 (configuration not stated)	0.0	5.2	0.5	-16.2	.	4.5	0.6	-4.6
CCOC(=O)C(NC(=O)c1ccccc1)(N1CCCC1=O)C(F)(F)F (configuration not stated)	.	-1.2	-0.5	.	8.1	-1.2	5.3	.
C[C@H](CO)N1C[C@H](C)[C@H](CN(C)Cc2ccc(F)cc2)Oc2ncc(C3=CCCC3)cc2C1=O	0.4	-1.6[16.7 µM]	64.6	16.3	17.3	10.5	-3.0	-4.2
O=C1c2ccccc2NC(c2ccccc2)N1NS(=O)(=O)c1ccccc1 (configuration not stated)	-0.3	-0.9	.	-6.1	-7.8	.	.	-7.8
C[C@H](CO)N1C[C@H](C)[C@H](CN(C)C(=O)c2cccnc2)Oc2ncc(Br)cc2C1=O	-0.1	9.3[16.7 µM]	-3.6	-1.8	-0.6	-2.0	7.4	-6.4
CCCOc1ccc(NC(=O)CC2C(=O)N(CC)C(=S)N2CCCN2CCN(Cc3ccccc3)CC2)cc1 (configuration not stated)	0.0	-19.1	0.5	-4.9	-2.0	-1.6	-4.7	-4.5
Cc1cccc(C)c1NC(=O)Cn1nnc(-c2ccc(N3CCOCC3)cc2)n1	.	16.3	0.7	.	-5.5	1.6	1.1	.
CC(C)C[C@H]1CN([C@@H](CC(C)C)CN2CCC[C@@H]2CN2C(=O)C(=O)NC[C@@H]2Cc2ccccc2)C(=O)C(=O)N1CC1CCCCC1	-0.2	5.3	1.4	13.9	4.7	1.8	-5.6	-3.3
CC(C)CC#Cc1cnc2c(c1)C(=O)N([C@H](C)CO)C[C@@H](C)[C@H](CN(C)C(=O)c1cccnc1)O2	0.1	-7.7[16.7 µM]	10.0	0.2	6.4	-1.4	-1.6	-1.4
CCNC(=O)C[C@H]1CC[C@@H]2[C@H](COC[C@@H](O)CN2C(=O)c2cc(Cl)cc(Cl)c2)O1	0.0	-3.3[16.7 µM]	-0.1	-33.2	-2.3	2.6	1.8	0.1
C[C@@H]1CN([C@@H](C)CO)C(=O)Cc2cc(NC(=O)Nc3ccc(F)cc3)ccc2O[C@@H]1CN(C)Cc1ccc(Oc2ccccc2)cc1	2.7	0.0[16.7 µM]	2.0	-6.0	-7.5	0.7	-1.2	1.4
O=C(NCc1ccccc1)c1onc(CSc2ccc(F)cc2)c1C(=O)NCCCN1CCOCC1	0.0	.	0.9	-3.8	.	-1.8	-20.2	-0.5
O=C(Nc1ccc([N+](=O)[O-])cc1)c1ccc(S(=O)(=O)N2CCCC2)cc1	.	2.0	4.0	-2.5	.	2.2	-9.7	0.4
Cn1cccc1/C=C1\SC(=S)N(CC(=O)O)C1=O	.	1.5	-1.4	-120.5	11.0	-10.1	-21.8	9.8
O=C(c1cc(S(=O)(=O)N2CCCCC2)c(Cl)cc1N1CCOCC1)N1CCOCC1	.	-2.9	-20.8	.	7.6	4.3	6.1	.
COc1ccc(NC(=O)CC(NC(C)c2ccccc2)C(=O)O)cc1 (configuration not stated)	.	.	-0.7	-0.2	13.7	-0.5	-0.3	-2.4
COc1cc(CNc2ncnc3c2ncn3[C@H]2CN(Cc3ccc(-c4ccccc4)cc3)C[C@@H](CO)O2)cc(OC)c1OC	-0.2	-12.1	3.1	-65.3	.	3.9	-3.5	0.4
CC(C)(C)NC(=O)c1ccccc1NC(=O)C1CC(=O)N(C2CCCCC2)C1 (configuration not stated)	0.0	.	3.5	-13.4	.	4.2	-11.8	-1.4
(next part)
SMILES	E-selectin induc	miR-122 sensor	Cneo AK release	RAD52 inh	PGC1a acetyl inh	PglD inh	RAD54 inh	ERAP1 inh
COCC(=O)N1CCCC(C)(C(=O)Nc2cccc(Oc3ccccc3)c2)C1 (configuration not stated)	0.6	.	2.3	-6.8	.	0.4	4.3	4.7
CCCNC(=O)c1ccc2c(=O)c(O)c(-c3ccc(Cl)c([N+](=O)[O-])c3)[nH]c2c1	-0.1	-1.1	0.5	-18.7	-11.4	-0.7	5.8	-0.6
Cc1noc(C)c1NC(=O)N(C)C[C@@H]1Oc2ccc(NC(=O)C3CC3)cc2CC(=O)N([C@@H](C)CO)C[C@@H]1C	0.1	-5.2[16.7 µM]	2.2	10.3	5.8	2.6	-5.2	3.1
CCOc1ccc(OCC)c(NC(=O)CN(c2ccc(C)cc2)S(=O)(=O)c2c(C)noc2C)c1	.	3.0	-0.6	.	-8.7	0.2	1.9	.
CCOC(=O)c1c(C)[nH]c(C(=O)OCC(=O)N2CCCC2=O)c1C	.	3.8	0.6	-5.9	-3.6	1.0	-8.3	1.6
CCCCNC(=O)c1nc(C2CCN(S(=O)(=O)c3c(F)cccc3F)CC2)oc1-c1cccc(C(F)(F)F)c1	-1.7	-4.9	-9.0	1.6	2.1	4.1	-3.0	-4.5
CC(C)CCN1C(Nc2ccccc2)=NC[C@@H]1C	-0.1	-5.7	-0.4	-6.1	-0.7	4.4	3.3	-3.2
O=C(N/N=C/c1cc([N+](=O)[O-])ccc1Cl)c1ccc2nc[nH]c2c1	.	-15.7	-2.2	.	1.2	0.3	-11.9	.
C[C@@H]1CCCCO[C@@H](CN(C)Cc2ccc(C(F)(F)F)cc2)[C@H](C)CN([C@H](C)CO)C(=O)c2cc(NC(=O)Nc3ccc4c(c3)OCO4)ccc2O1	-0.1	-9.2[16.7 µM]	3.1	2.7	-4.8	7.9	-2.6	-3.2
O=C(Cn1cc(S(=O)(=O)Cc2ccccc2F)c2ccccc21)N1CCOCC1	.	-3.7	0.6	-6.7	-3.1	4.7	10.2	2.3
CCOC(=O)c1sc(NC(=O)CSc2ncn(-c3ccccc3)n2)nc1C	.	-2.6	7.6	.	-23.1	-1.8	5.1	.
O=C(C[C@@H]1C=C[C@H](NC(=O)Nc2ccc3c(c2)OCO3)[C@H](CO)O1)NCCCN1CCOCC1	-0.1	.	0.1	-5.1	-0.3	-1.6	2.6	2.1
CCCNC(=O)N1[C@@H]2c3ccc(-c4cccc(OC)c4)c(=O)n3C[C@H]1[C@H](CO)[C@H]2C(=O)NC1CCC1	-0.1	.	46.0	7.1	.	3.8	4.0	3.2
O=C(c1ccc(NS(=O)(=O)c2ccccc2)cc1)N1CCN(Cc2ccc3c(c2)OCO3)CC1	.	-2.4	-14.1	.	-4.9	.	-3.8	.
CCCNCc1cc(OC)c(OCC(=O)Nc2ccccc2)cc1Br	.	-1.7	2.2	-13.5	-6.7	-0.9	3.5	2.7
N#Cc1ccc(NC(=O)CN2C(=O)NC(Cc3ccccc3)C2=O)cc1 (configuration not stated)	.	0.2	4.4	.	1.4	3.3	-0.9	.
CC1CCN(C(=O)c2ncn3c2c(=O)[nH]c2cccnc23)CC1	3.0	1.8	-0.2	-9.6	11.5	3.2	-2.7	.
CCCn1c(SCC(=O)Nc2ccc(NC(C)=O)cc2)nc2c1c(=O)n(C)c(=O)n2C	-0.1	.	5.8	-2.3	.	-3.2	-5.4	-1.0
O=C(N=C1SC2CS(=O)(=O)CC2N1c1ccccc1)C1CCCCC1 (configuration not stated)	.	-1.8	1.2	-9.2	-9.7	-4.9	7.0	0.6
Cc1ccc(C(CNS(=O)(=O)c2ccc(Br)cc2)N2CCN(C)CC2)cc1 (configuration not stated)	.	.	0.0	1.7	.	0.9	2.2	-4.5
COC(=O)C/C=N/N=C1/NC(=O)/C(=C/C(=O)O)S1	2.1	2.4	.	-27.4	-3.3	.	.	.
CSc1ccccc1NC(=O)COC(=O)c1cnc(C)cn1	.	.	0.5	-1.7	10.5	-3.7	4.6	-0.1
CCN(CC)S(=O)(=O)c1cccc(C(=O)NC(C(=O)NCCc2ccccn2)C(C)C)c1 (configuration not stated)	-0.1	0.4	1.6	1.0	-10.9	1.9	-5.1	-4.4
Cc1oc2ccc(OCc3ccc(Br)cc3)cc2c1C(=O)O	-0.1	-6.6	0.4	-15.4	2.8	-9.3	-15.6	-2.6
c1ccc2c(CN3CCOCC3)csc2c1	.	6.3	0.5	-9.7	-4.3	-1.4	4.7	1.3

Overlap with the part before: 2 entries, followed by the next part.
SMILES	E-selectin induc	miR-122 sensor	Cneo AK release	RAD52 inh	PGC1a acetyl inh	PglD inh	RAD54 inh	ERAP1 inh
Cc1oc2ccc(OCc3ccc(Br)cc3)cc2c1C(=O)O	-0.1	-6.6	0.4	-15.4	2.8	-9.3	-15.6	-2.6
c1ccc2c(CN3CCOCC3)csc2c1	.	6.3	0.5	-9.7	-4.3	-1.4	4.7	1.3
Cn1c(N)c(C(=O)COC(=O)c2ccc3ccccc3c2)c(=O)n(C)c1=O	-0.8	-9.1	-0.1	-6.6	12.8	-5.6	-9.0	-0.6
CON=C1CCN(c2ncc(C(F)(F)F)cc2Cl)CC1	.	-3.5	-1.9	.	11.4	-5.4	3.6	.
O=C(NNC(=O)C1CC1)Nc1ccc(Cl)cc1	-0.6	.	-1.5	-1.2	.	-0.8	-11.9	-3.9
Cc1ccc(N2CC(C(=O)N(C)CC(=O)Nc3ccc(Cl)c(C(F)(F)F)c3)CC2=O)cc1 (configuration not stated)	.	-2.5	-0.7	-10.0	.	1.9	9.0	0.4
Cc1noc(C)c1S(=O)(=O)N(C)C[C@@H]1OCCCC[C@H](C)Oc2ccc(NS(=O)(=O)c3ccccc3)cc2C(=O)N([C@@H](C)CO)C[C@H]1C	.	-5.9[16.7 µM]	0.4	-4.1	7.8	0.8	-1.3	-0.7
O=C(Nn1c(O)c(C=C2N=c3ccccc3=N2)sc1=S)c1ccccc1Cl	.	15.3	-1.0	.	-2.5	-5.6	-1.3	.
O=C(NCc1cccc(C(F)(F)F)c1)c1cc(Cl)ccc1Cl	.	-1.1	.	-7.5	-5.1	.	.	13.5
O=C(C[C@H]1C[C@H]2c3cc(NC(=O)C4CCOCC4)ccc3O[C@H]2[C@@H](CO)O1)NCc1ccccc1	-0.1	-0.7[16.7 µM]	2.9	-2.0	14.1	2.6	7.3	1.6
COc1ccc(N/C=C/C(=C(C#N)C#N)N(C)C)cc1	.	-3.0	19.6	1.5	5.8	5.6	8.2	5.3
CCOC(=O)Cn1cc(C(=O)c2ccco2)c2ccccc21	.	0.3	-3.9	.	-0.8	-10.0	4.7	.
CN(C)c1ccc(N2C(=NC(=O)C3CCCO3)SC3CS(=O)(=O)CC32)cc1 (configuration not stated)	-0.1	5.3	0.2	-12.3	7.2	4.7	-13.5	1.0
Cc1ccc2nc(NC(=O)CCNS(=O)(=O)c3cccs3)sc2c1	.	-2.0	-4.2	.	-0.9	6.6	2.3	.
